# EBI2 antag: EBI2 (human) antagonism | AID 651636 | EBI2 beta-arrestin recruitment, luminescence, 7a,25-OHC stimulated | 360,000 tested, 0.81% active | inhibition, % at 5 µM | P32249; in the data active = inhibition above about 38%;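 also: enzyme fragment complementation signal reports receptor beta-arrestin coupling in cells; 0% = agonist plus DMSO wells and 100% = wells without agonist; some results beyond the cut were filed as inactive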
# Target sequence (P32249 whole entry, looked up, the tested form may be a part): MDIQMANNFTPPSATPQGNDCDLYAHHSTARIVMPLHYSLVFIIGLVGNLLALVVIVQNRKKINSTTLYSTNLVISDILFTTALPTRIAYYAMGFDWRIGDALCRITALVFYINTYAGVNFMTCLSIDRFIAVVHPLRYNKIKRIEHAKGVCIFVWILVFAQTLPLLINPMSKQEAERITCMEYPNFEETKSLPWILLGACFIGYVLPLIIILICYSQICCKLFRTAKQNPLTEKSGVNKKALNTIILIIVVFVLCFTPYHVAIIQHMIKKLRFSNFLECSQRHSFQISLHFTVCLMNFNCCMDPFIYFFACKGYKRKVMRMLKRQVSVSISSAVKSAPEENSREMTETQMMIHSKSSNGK
# CCR6 antagonist: blocks CCL20-driven beta-arrestin recruitment at human CCR6. P51684. inhibition, % at 20 µM. CHO-K1 CCR6 PathHunter beta-arrestin, luminescence, CCL20-stimulated. 340,000 tested, 0.49% active. AID 493098;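 active = compounds whose inhibition of the agonist-driven luminescence signal at 20 µM reaches about 50%, limit read from the data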;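 also: cells stimulated with CCL20 at 14 nM final; plate controls were DMSO with CCL20 for no effect and DMSO without agonist for full effect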
# Target sequence (P51684 whole entry, looked up): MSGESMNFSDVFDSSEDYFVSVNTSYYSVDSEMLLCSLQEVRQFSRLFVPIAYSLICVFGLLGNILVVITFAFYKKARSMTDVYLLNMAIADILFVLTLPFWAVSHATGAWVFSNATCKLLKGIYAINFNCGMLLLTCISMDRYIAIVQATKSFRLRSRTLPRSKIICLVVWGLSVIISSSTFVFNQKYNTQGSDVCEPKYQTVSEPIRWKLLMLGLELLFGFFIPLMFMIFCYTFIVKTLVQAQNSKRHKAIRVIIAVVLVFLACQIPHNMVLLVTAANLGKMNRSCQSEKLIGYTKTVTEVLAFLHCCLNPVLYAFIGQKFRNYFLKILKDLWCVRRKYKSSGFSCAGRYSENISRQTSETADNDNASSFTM
# APOBEC3G inh: APOBEC3G (human) deaminase inhibition; Q9HC16; recombinant A3G, ssDNA deamination FAM/TAMRA fluorescence; inhibition, % at 20 µM; 330,000 tested, 0.28% active;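 active = inhibition of at least 40% at 20 µM, with no more than 30% in the related APOBEC3A deaminase screen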;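 also: plate controls were DMSO wells with A3G for no effect and wells lacking A3G enzyme for full effect; some compounds called inactive have numbers as strong as hits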
# Gli-Sufu antag: blocks Gli-Sufu signaling in a luciferase reporter; Sufu-KO-LIGHT fibroblasts, Gli luciferase reporter luminescence; inhibition, % at 5 µM; 340,000 tested, 0.74% active;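 active = inhibition above about 55%, limit read from the data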;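 also: 0% = DMSO-treated cells and 100% = wells with medium but no cells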
# MPTP block: permeability transition pore inhibition; isolated mouse mitochondria, Ca2+ swelling absorbance, 30 min; inhibition, % at 10 µM; 360,000 tested, 1.4% active;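 active = inhibition of 50% or more, scaled per plate between neutral and stimulator controls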;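 also: 0% = DMSO wells given calcium and 100% = 1 mM EGTA wells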
# NR3A LBD binder: NR3A (human) ligand-binding domain modulation. NR3A LBD differential scanning fluorimetry, Tm shift; 0% = protein alone, 100% = glycine-bound protein. Tm shift relative to glycine control, % at 25 µM. 340,000 tested, 2.5% active. AID 1259313;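 active = melting temperature shift of at least 10% of the positive control shift, at one fixed dose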
# APOBEC3A inh: human APOBEC3A DNA deaminase inhibition | P31941 | recombinant A3A, FAM/TAMRA ssDNA deamination fluorescence | inhibition, % at 20 µM | 330,000 tested, 0.41% active;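 active = at least 40% inhibition at 20 µM here, with at most 30% in a related deaminase screen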;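 also: plate controls were A3A with DMSO for no effect and wells lacking A3A enzyme for full effect; some results filed as inactive read as strong as hits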
# CXCR6 inh: CXCR6 (human) receptor inhibition. inhibition, % at 20 µM. CHO-K1 PathHunter CXCR6 beta-arrestin, luminescence. 360,000 tested, 0.36% active. O00574; in the data active = inhibition above about 34%, passing the limit was not always enough;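 also: antagonist mode with CXCL16 agonist at 10 nM final; 0% = 10 nM CXCL16 with DMSO and 100% = unstimulated wells without agonist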
# Target sequence (O00574 whole entry, looked up): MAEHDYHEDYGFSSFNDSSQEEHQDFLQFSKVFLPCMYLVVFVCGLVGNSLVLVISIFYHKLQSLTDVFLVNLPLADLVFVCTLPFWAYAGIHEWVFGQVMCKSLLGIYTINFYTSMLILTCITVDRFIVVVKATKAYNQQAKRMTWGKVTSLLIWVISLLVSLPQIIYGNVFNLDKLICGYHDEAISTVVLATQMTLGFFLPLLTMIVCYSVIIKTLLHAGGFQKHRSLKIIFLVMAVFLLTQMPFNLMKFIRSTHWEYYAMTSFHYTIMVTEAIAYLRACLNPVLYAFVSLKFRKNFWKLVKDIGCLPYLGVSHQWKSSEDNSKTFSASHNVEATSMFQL
# * hit, by the source's call; . = not tested or not shown; & = joins results of further samples. Outcome played no part in choosing rows, and some 5.8% of all compounds hit somewhere here.
SMILES,EBI2 antag,CCR6 antagonist,APOBEC3G inh,Gli-Sufu antag,MPTP block,NR3A LBD binder,APOBEC3A inh,CXCR6 inh
CC(=O)c1ccc(NC(=O)CSc2nc(=O)cc(N)n2-c2ccccc2)cc1,7,1,-12,-40,-1.2,2,0,-2
CCOc1ncccc1C(=O)Nc1ccc(S(=O)(=O)N2CC(C)CC(C)C2)cc1 (centres undefined),-1,2,-8,13,0.5,-3,-4,3
COc1ccc(C(C)NC(=O)c2ccncc2)cc1 (centres undefined),6,1,-15,29,-0.7,-2,-6,8
COC(=O)CNC(=O)C(CCSC)NC(C)=O (centres undefined),5,3,-6,15,-0.7,-1,-2,9
CCc1cc(Cn2nc(-c3ccccc3)cc2C(=O)NCc2ccc(C)cc2)on1,1,11,-4,-4,1.9,-2,-3,4
Cc1cccc(/C=C/c2onc(C)c2[N+](=O)[O-])n1,.,13,-8,-3,.,1,-4,.
COc1ccccc1N1CCN(c2ncnc3sc(C)c(-c4ccccc4)c23)CC1,11,21,-5,10,0.3,1,-2,7
Cc1ccc(CN(Cc2ccco2)C(=O)c2ccco2)cc1,-3,4,5,-5,0.0,1,1,11
O=C(NCc1ccccc1Cl)C1CCN(S(=O)(=O)c2cccc3nonc23)CC1,9,15,-3,42,-0.3,3,5,8
O=C(CN1CC[n+]2c(-c3ccccc3)csc21)c1ccc(Br)cc1,13,8,4,2,24,1,8,3
CN(C(=O)c1ccc(NC(=O)Cc2ccc(NC(=O)C3CCCN(C(=O)c4ccccc4)C3)cc2)cc1)C1CC1 (centres undefined),-1,2,12,-5,0.6,0,3,4
Cc1nc2ccccn2c1/C(O)=C1\C(=O)C(=O)N(CCCn2ccnc2)C1c1ccncc1 (centres undefined),-1,8,0,1,-11,-3,1,-3
Cc1ccc(S(=O)(=O)N2CCN(C(=O)CCn3cncn3)CC2)cc1C,6,13,1,-16,-0.1,-2,2,-4
Cc1cccc(NC(=O)CSCC(=O)Nc2nnc(C3CC3)s2)c1,5,4,0,7,-0.5,-1,6,-1
O=C(Nc1ccc2c(c1)OCO2)c1cc(-c2ccccc2Cl)on1,11,8,-2,-1,0.5,9,0,-3
CCN(CC)C(=O)C(C)N(C#N)c1nc(Cl)nc(N(C)C)n1 (centres undefined),-4,2,-18,6,0.3,-1,-3,3
COC(=O)CCCNC(=O)c1ccc2nc(Cc3ccc(OC)cc3)oc2c1,9,1,1,-8,0.2,-1,-6,11
Cc1[nH]n(-c2ccccc2)c(=O)c1Sc1ccc(Cl)cc1,15,16,-1,9,6.6,-2,0,-6
O=c1[nH]cc([N+](=O)[O-])cc1Br,-1,-3,-10,2,0.5,-7,-7,8
COc1cc(C(=O)Nc2ccc3c(c2)Cc2ccccc2-3)cc(OC)c1OC,3,14,-1,14,3.8,-1,-4,-7
O=C(COc1ccccc1)Nc1ccc(F)cc1,10,4,-6,-13,1.3,-9,-5,0
COc1ccc(OC)c(N(CC(=O)Nc2ccc3c(c2)OCO3)S(=O)(=O)c2ccccc2)c1,-4,16,-5,5,2.1,1,1,1
Cc1ccc(NC(=O)[C@H](C)NC(=O)C2CCN(C(=O)[C@@H](N)C(C)C)CC2)cc1,2,6,-8,6,-0.1,0,-4,4
O=C(O)CCCC(=O)Nc1ccn(-c2ccccc2)n1,-8,-1,-6,-24,1.2,4,-4,3
Cc1noc(C)c1C(=O)OC(C)C(=O)N(C)c1ccccc1 (centres undefined),10,10,0,7,-0.2,2,1,1
CCOC(=O)CNC(=O)CN1C(=O)CC(c2ccccc2)S(=O)(=O)c2ccccc21 (centres undefined),0,10,-8,-18,0.6,3,4,2
Cc1cc(C)c(S(=O)(=O)NCCn2c(C)cc3ccccc32)c(C)c1,-2,4,4,3,2.4,-23,0,-1
COc1ccc(-n2c(SCC(=O)Nc3ccccc3)nc3c(c2=O)SCC3)cc1,0,18,1,-7,-0.7,2,-1,-1
O=[n+]1cc(-c2cc3ccccc3o2)n([O-])c2c1CCCC2,-5,-8,-2,-18,0.3,-3,-2,-9
O=C(/C=C/c1ccccc1O)c1ccco1,-9,28,-1,-3,-0.7,23*,-3,11
CCC(C)(C)NC(=O)C(c1ccc(OC)cc1)N(C(=O)CCC(=O)Nc1cc(C)on1)c1ccccc1F (centres undefined),5,-1,0,-17,0.7,-1,0,-15
O=C(NCc1cccc(F)c1)c1cccc2c1C(=O)c1ccc(N3CCC(Cc4ccccc4)CC3)cc1S2(=O)=O,1,0,-14,9,0.7,-3,-6,3
Cc1ccnc(NS(=O)(=O)c2ccccc2)n1,-8,-16,-7,0,-0.5,0,-2,2
COc1cccc(C(=O)OCC(=O)c2[nH]c(C)c(C(C)=O)c2C)c1,-6,1,5,7,-0.6,-2,0,2
COc1ccc(CN2CCN(C(=O)c3ccc(S(=O)(=O)N4CCCCCC4)cc3)CC2)cc1F,11,-3,-11,16,-0.1,2,-5,-5
N#CC1=C(Nc2ccccc2Cl)SC(c2ccccc2O)NC1=O (centres undefined),15,-9,-10,9,-0.6,1,-11,-5
Cc1ccsc1C(=CCCN1CCC[C@@H](C(=O)O)C1)c1sccc1C,-5,-5,-5,4,20,-1,-2,-3
CC1CN(C(=O)c2cc3cc([N+](=O)[O-])ccc3oc2=O)CC(C)O1 (centres undefined),4,10,-1,4,-0.6,1,-1,1
C/C(=N\Nc1ccc(C)c(Cl)c1)c1ccncc1,8,5,6,0,1.7,-2,1,8
CCOc1ccc(-c2nnn(CCC(=O)O)n2)cc1OC,-24,2,-5,2,-0.4,1,-3,0
Cc1ccc(OCCn2c(=O)sc3ccccc32)cc1,7,-3,-7,-54,-0.2,2,-5,0
O=C(/C=C/c1ccco1)NC(=S)Nc1ccc(N2CCCC2)cc1,-3,18,2,-8,1.8,-5,6,7
N#C/C(=C\c1cccc(O)c1)C(=O)Nc1ccc2c(c1)OCCO2,8,33,-2,-7,4.3,-4,6,7
Cc1ccccc1C(=O)NC1CCN(CC(=O)Nc2ccc(N(C)C)cc2)CC1,13,5,10,4,-0.7,-5,-6,0
O=C1CNC(=S)N1Cc1ccccc1Cl,3,3,-7,-3,0.3,-2,-1,5
CN(CC(=O)Nc1cc(S(=O)(=O)N2CCCC2)ccc1Cl)Cc1nc2ccccc2c(=O)[nH]1,9,4,.,-2,1.7,0,.,-2
Cc1ccc2c(CN3CCCCC3)cc(=O)oc2c1C,9,17,-5,-22,0.0,-1,2,5
Cn1c(CCNC(=O)OC(C)(C)C)n[nH]c1=S,2,8,-9,-26,-1.2,-1,-5,-6
COc1ccccc1S(=O)(=O)Cc1ccc(C(=O)N2CCN(c3ccc(C)cc3)C(C)C2)o1 (centres undefined),-3,-3,-3,3,-0.6,4,-3,3
Cc1ccc(S(=O)(=O)CCC(=O)NCCN2C(=O)S/C(=C/c3ccc(F)cc3)C2=O)cc1,3,10,-2,3,43,-2,-2,-1
O=C(Nc1ccc(S(=O)(=O)N2CCCC2)cc1)C1CC(=O)N(c2ccccc2)C1 (centres undefined),-4,15,9,-1,-1.0,-1,72*,-4
COc1ccccc1NS(=O)(=O)c1cccc(C(=O)NCC(c2cccs2)N2CCOCC2)c1 (centres undefined),-1,5,-7,4,-0.6,3,-6,-6
CC12CCC(=O)N1C(C(=O)NCCc1ccc(S(N)(=O)=O)cc1)CS2 (centres undefined),-16,4,-7,-4,0.4,-1,-2,-3
CCC1(CC)C(=O)C2=C3C1[C@H](C(=O)OC)C=C(C(=O)OC)C[C@H]3[C@H]1C(=O)N(Cc3ccccc3)C(=O)[C@H]1[C@H]2C (some centres undefined),-13,0,-8,-3,-1.1,-2,-4,-4
Cc1cccn2c(=O)c(/C=N/O)c(N3CCCC3)nc12,4,5,-4,7,0.2,0,-1,6
CCOc1ccc(C(=O)NNC(=O)CN2C(=O)NC3(CCCC3)C2=O)cc1,-13,3,-2,-12,0.6,1,0,8
C=CCn1c(CNC(=O)c2cccs2)nnc1SCc1ccc(Cl)cc1Cl,4,12,7,-2,4.0,0,6,-8
N#Cc1ccc(OCC(=O)OCCCOC(=O)COc2ccc(C#N)cc2)cc1,-2,2,-2,-6,0.7,5,5,2
COc1cccc(C2C(C(=O)c3cc4ccccc4o3)=C(O)C(=O)N2CCN(C)C)c1OC (centres undefined),7,16,-3,-19,1.6,-2,-3,8
Cc1cccc(N(CC(N)=O)S(C)(=O)=O)c1C,-7,-3,-4,1,0.3,-1,-4,0

# Profiles, quoted from the list.
# N#Cc1ccc(OCC(=O)OCCCOC(=O)COc2ccc(C#N)cc2)cc1 is listed with EBI2 antag: -2; CCR6 antagonist: 2; APOBEC3G inh: -2; Gli-Sufu antag: -6; MPTP block: 0.7; NR3A LBD binder: 5; APOBEC3A inh: 5; CXCR6 inh: 2
# CN(CC(=O)Nc1cc(S(=O)(=O)N2CCCC2)ccc1Cl)Cc1nc2ccccc2c(=O)[nH]1 is listed with EBI2 antag: 9; CCR6 antagonist: 4; APOBEC3G inh: .; Gli-Sufu antag: -2; MPTP block: 1.7; NR3A LBD binder: 0; APOBEC3A inh: .; CXCR6 inh: -2

# Next section.
SMILES,EBI2 antag,CCR6 antagonist,APOBEC3G inh,Gli-Sufu antag,MPTP block,NR3A LBD binder,APOBEC3A inh,CXCR6 inh
COC(=O)c1cn[nH]c1NC(=S)Nc1ccc(Cl)c(Cl)c1,4,29,-1,-32,99*,11*,0,14
COc1ccc(NS(=O)(=O)c2ccc(C)c(C(=O)NC3CCN(Cc4ccccc4)CC3)c2)cc1,1,11,-2,42,-0.1,-2,5,5
Cc1ccc(C2C3=C(CCCC3=O)Nc3nc(SCC(=O)NCc4ccco4)[nH]c(=O)c32)cc1 (centres undefined),-4,8,2,-18,1.2,2,3,-1
NC(N)=NS(=O)(=O)c1ccc(N/C=C\C(=O)c2ccncc2)cc1,1,20,-3,-3,-1.2,244*,-1,-7
COc1ccc2sc(-c3ccccc3OC)c(-c3ccc(OCCN(C)C)cc3)c2c1,-2,52*,0,2,-1.6,-1,2,-3
COc1ccc(CCNC(=O)CN(c2cc(C)cc(C)c2)S(=O)(=O)c2c(C)noc2C)cc1OC,7,21,-5,5,-1.0,5,-5,-2
O=C(Cc1cccc(NC(=O)C2CCN(C(=O)c3ccccc3)CC2)c1)Nc1cccc(C(=O)N2CCOCC2)c1,-7,-7,.,0,-2.1,2,.,14
CC[C@]12c3[nH]c4cc(CCC(=O)N(C)C)ccc4c3CCN1C(=O)[C@@H](CC(=O)NCCN1CCOCC1)C[C@@H]2C(=O)N1CCN(C(=O)C2CC2)CC1,-7,17,1,-7,2.3,-1,2,-11
CN(C)C=NCCn1c(N2CCOCC2)nc2c1c(=O)n(C)c(=O)n2C,-2,10,1,24,-4.1,-2,-8,-6
COc1cc2ccc(=O)oc2c(O[C@@H]2O[C@H](CO)[C@@H](O)[C@H](O)[C@H]2O)c1O,-10&-3,-8&-1,-7&-9,3&50,1.3&-1.3,-1&3,-5&-4,-3&-1
N#Cc1c(N)n[nH]c1Cc1cccc2ccccc12,1,17,16,-7,-0.5,1,2,4
CC(C)CNC(=O)c1cccc2c1-c1ccccc1C2=O,11,6,-10,12,2.7,2,-5,4
N#Cc1ccc(CN2CCN(C(=O)C3CC(=O)N(c4ccccc4F)C3)CC2)cc1 (centres undefined),-7,8,-4,1,-1.7,-1,-1,-3
COc1ccc(CN(C(=O)c2oc3ccc(F)cc3c2C)C2CCS(=O)(=O)C2)cc1 (centres undefined),-1,4,-8,14,0.3,4,-1,-8
CC(Oc1ccc(Cl)cc1Cl)c1nc(-c2ccc(NC(=O)c3cccnc3)cc2)no1 (centres undefined),7,-14,-4,21,2.1,12*,-3,-14
COC(=O)c1cc(NC(=O)CSc2ncn[nH]2)ccc1Cl,2,-1,4,-4,0.0,-1,-4,-2

# APOBEC3A inh, entries above that show a hit.
SMILES	EBI2 antag	CCR6 antagonist	APOBEC3G inh	MPTP block	NR3A LBD binder	APOBEC3A inh	CXCR6 inh
O=C(Nc1ccc(S(=O)(=O)N2CCCC2)cc1)C1CC(=O)N(c2ccccc2)C1 (centres undefined)	-4	15	9	-1.0	-1	72*	-4

# Screening results (PubChem)
